V1R ag counter – agonists of human V1a receptor, primary screen, counter-screen for OXTR agonist project, fluorescence, CHO-V1R cells; Fluo-8 calcium fluorescence, agonist mode; 0% DMSO, 100% 3 nM vasopressin; activation, % at 3 µM; actives 0.25% (n = 320,000); AID 2797, 2010;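 active = activation above the mean activation of all tested compounds plus 3 SD, per screening run, cut at about 20% in these data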;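 also: signal is peak over basal fluorescence ratio across a 100 second FLIPR read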
Target sequence (P37288 whole entry, looked up): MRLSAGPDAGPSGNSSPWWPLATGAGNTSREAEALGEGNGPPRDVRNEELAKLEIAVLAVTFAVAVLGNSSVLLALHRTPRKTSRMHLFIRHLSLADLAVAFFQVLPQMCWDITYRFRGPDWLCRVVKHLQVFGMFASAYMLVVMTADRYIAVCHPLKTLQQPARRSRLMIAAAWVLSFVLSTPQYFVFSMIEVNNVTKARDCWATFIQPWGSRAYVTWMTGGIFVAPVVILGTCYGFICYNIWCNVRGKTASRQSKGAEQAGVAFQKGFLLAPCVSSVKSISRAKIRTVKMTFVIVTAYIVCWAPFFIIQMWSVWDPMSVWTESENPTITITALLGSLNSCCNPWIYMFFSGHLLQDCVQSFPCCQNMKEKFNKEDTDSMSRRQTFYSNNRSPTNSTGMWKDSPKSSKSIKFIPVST
MEKK2 mut-MEK5 – MEK5 binding signal on mutant MEKK2 PB1, primary screen, biochemical, multiplex bead flow cytometry, Alexa488-MEK5; Alexa488-MEK5 binding to MEKK2 mutant; percent response, % at 10 µM; actives 0.35% (n = 290,000); AID 1530, 2009; in the data active = percent response above about 24%, passing the limit was not always enough; also: inactives centre near 1; some results filed as inactive read as strong as hits
GalR3 antag – GalR3 antagonists in HEK293 cells, primary screen, cell-based, fluorescence readout | HEK293 GalR3-CNG cAMP membrane potential fluorescence; galR3 body fused to GalR1 C-terminus | inhibition, % at 3 µM | actives 0.44% (n = 360,000);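 active = inhibition above the screen-wide average plus 3 SD, cut at about 13% in these data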;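 also: forskolin and galanin both at EC90 stimulate the cells; cAMP rise reported by CNG channel membrane potential dye signal; 0% = forskolin plus galanin with DMSO and 100% = forskolin alone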
Target sequence (O60755 1-299 limits assumed): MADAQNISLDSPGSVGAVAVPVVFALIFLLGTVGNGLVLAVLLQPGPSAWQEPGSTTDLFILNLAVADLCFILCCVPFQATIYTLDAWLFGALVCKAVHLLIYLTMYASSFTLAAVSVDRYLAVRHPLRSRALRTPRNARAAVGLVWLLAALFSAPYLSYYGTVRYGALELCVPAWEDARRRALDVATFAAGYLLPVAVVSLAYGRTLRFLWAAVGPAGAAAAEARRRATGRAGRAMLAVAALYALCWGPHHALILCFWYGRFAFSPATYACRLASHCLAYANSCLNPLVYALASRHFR
OXTR agonist – human OXTR agonists, primary screen, fluorescence, CHO-OTR cells, Fluo-8 calcium; Oxytocin receptor (Homo sapiens), P30559; Fluo-8 calcium fluorescence; normalized: DMSO 0%, oxytocin 100%; activation, % at 3 µM; actives 0.32% (n = 320,000); AID 2435, 2010;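 active = activation above the mean of all tested compounds plus 3 SD, cutoff set per screening run, cut at about 20% in these data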;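 also: peak over basal fluorescence ratio from a 100 s FLIPR kinetic read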
PfM18AAP inh – PfM18AAP inhibitors, malaria aminopeptidase, primary screen, biochemical, QFRET, recombinant enzyme; M18 aspartyl aminopeptidase (Plasmodium falciparum 3D7); H-Glu-NHMec fluorogenic cleavage; inhibition, % at 7.35 µM; actives 1.2% (n = 290,000);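 active = inhibition above the campaign mean inhibition over all tested compounds plus 3 SD, cut at about 28% in these data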;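 also: 0% = plate median of test compound wells and 100% = 2 mM ZnCl2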
OXTR potentiator – human OXTR potentiators, primary screen, fluorescence, CHO-OTR cells, Fluo-8 calcium; Oxytocin receptor (Homo sapiens), P30559; Fluo-8 calcium fluorescence, potentiator mode; 0% = oxytocin EC15, 100% = EC100; activation, % at 3 µM; actives 0.061% (n = 320,000);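 active = activation above that plate's cutoff, the mean activation of tested compounds plus 3 SD, cut at about 6.6% in these data, passing the limit was not always enough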;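 also: 100% uses oxytocin at 75 nM as the full agonist control; some results filed as inactive read as strong as hits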
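Material: human OTR in CHO cells. Compound: 3.0 µM, one dose. Timing: compound 6 min at room temperature before oxytocin, 100 s read. Evaluation: % activation of max/min ratio relative to oxytocin controls. Replication: single well per compound, singlicate. Signal: Fluo-8 calcium dye fluorescence.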
NALP1 inh – NALP1 inflammasome inhibitors in reconstituted yeast, colorimetric, S. cerevisiae, triplicate retest | S. cerevisiae NALP1/ASC/caspase-1 growth, X-gal OD620, 72 h | inhibition, % at 10 µM | actives 0.61% (n = 280,000); in the data active = inhibition mostly above about 24%, no sharp cut-off; inactive = mostly below about 32%; also: some compounds called inactive have numbers as strong as hits
MEKK2wt PB1 HTS – modulators of MEK5 binding to wildtype MEKK2, primary screen, biochemical, multiplex bead flow cytometry, Alexa488-MEK5 | Mitogen-activated protein kinase kinase kinase 2 (Homo sapiens), Q9Y2U5 | Alexa488-MEK5 binding to MEKK2 WT; actives lie on both sides | binding response (% of control), % at 10 µM | actives 1.1% (n = 290,000) | AID 1531, 2009; in the data active = binding response below about 67% or above about 130%
GPR7 antag – GPR7 receptor antagonists, primary screen, cell-based, fluorescence, single concentration. AID 1861, 2009. actives 1.1% (n = 290,000). Neuropeptides B/W receptor type 1 (Homo sapiens), P48145. GPR7-expressing cells, fluorescence antagonist assay. inhibition, % at 4.4 µM; in the data active = inhibition above about 16%, passing the limit was not always enough;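 also: cells stimulated with the agonist NPW; 0% = agonist with vehicle and 100% = vehicle without agonist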
Target sequence (P48145 whole entry, looked up): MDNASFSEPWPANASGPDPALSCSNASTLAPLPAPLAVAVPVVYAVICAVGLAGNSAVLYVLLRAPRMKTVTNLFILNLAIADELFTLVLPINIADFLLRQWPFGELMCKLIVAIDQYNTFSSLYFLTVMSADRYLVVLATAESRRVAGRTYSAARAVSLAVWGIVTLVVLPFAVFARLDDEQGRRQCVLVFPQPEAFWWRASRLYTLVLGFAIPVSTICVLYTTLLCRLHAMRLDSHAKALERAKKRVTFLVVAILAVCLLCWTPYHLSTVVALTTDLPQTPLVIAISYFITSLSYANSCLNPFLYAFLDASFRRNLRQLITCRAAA
Active calls of the source: *; nt = no result given.

SMILES	V1R ag counter	MEKK2 mut-MEK5	GalR3 antag	OXTR agonist	PfM18AAP inh	OXTR potentiator	NALP1 inh	MEKK2wt PB1 HTS	GPR7 antag
CCCOc1ccc(C2C(C(=O)c3ccc(C)o3)=C(O)C(=O)N2Cc2cccnc2)cc1 (configuration not stated)	0.6	2	nt	0.1	-14	-13	20	108	-15
CNC(=O)c1sc(-c2ccccn2)nc1C	0.5	-6	3	1.3	1	7	-10	91	-2
Cn1nc(CC(=O)Nc2ncc(Br)s2)c2ccccc2c1=O	8.1	-5	3	12	-5	-21	12	98	3
FC(F)(F)c1nc(Sc2ncccc2C(F)(F)F)n[nH]1	2.3	-24	-4	-0.5	-2	-3	-6	79	-10
COc1ccc(Cl)cc1NC(=O)NCC1CCN(Cc2ccccc2F)CC1	12	16	-9	20*	-20	-18	9	118	9
CCOc1ccc(Cl)cc1/C=N/NC(N)=O	-1.1	9	-1	-2.0	6	-8	2	107	-17
CCCCn1c(-c2cccc(Br)c2)nc2cc3[nH]c(=O)c(C(C)C)nc3cc21	-0.3	-7	-12	-1.3	0	-11	5	83	-27
Cc1ccc2nc(Cl)c(/C=N/Nc3ccc(C(=O)O)cc3)cc2c1	0.8	-3	7	1.0	-12	-3	nt	86	4
CC(C)(C)CC(=O)Nc1cc(S(=O)(=O)N2CCOCC2)ccc1N1CCCC1	-0.5	3	-6	0.1	1	2	15	104	-10
NC(=O)NOCc1ccccc1F	0.5	-4	-4	0.3	-6	-3	-2	97	-10
Cc1ccc(OCC(=O)N2CC3(C)CC2CC(C)(C)C3)cc1 (configuration not stated)	-1.2	3	-4	-1.8	-1	-13	12	96	-3
COc1cccc(C(c2sc3nc(C)nn3c2O)N2CCc3ccccc3C2)c1 (configuration not stated)	-0.5	7	nt	-0.6	24	-7	nt	104	-6
CCOC(=O)c1c(C)[nH]c(C(=O)N(C)Cc2cccc(OC)c2OC)c1C	6.9	0	-2	4.0	4	-11	18	103	-3
CC(=O)c1ccc(S(=O)(=O)N2CCN(C(=O)CSc3ccc(F)cc3)CC2)cc1	7.2	8	-9	6.4	1	-14	16	105	-3
CSc1ccccc1OCc1cc(C(=O)NCCn2nc(C)cc2C)no1	2.5	-8	-1	0.1	-14	-11	14	96	4
CCN(CC)CCC(c1cc(OC)c(OC)c(OC)c1)c1c(OC)cc(OC)c2c(-c3ccccc3)cc(=O)oc12 (configuration not stated)	1.9	5	-3	2.1	nt	-2	7	90	nt
COc1ccc(-n2c(C)nc3sc4c(c3c2=O)CCC4)cc1	nt	-5	-2	nt	5	nt	-5	91	-13
Cc1ccc(NNC(=O)C(=O)N2CCCCC2)cc1	-0.1	6	-6	0.9	-6	3	35	91	-7
COc1ccc(OCC(O)CN2CCOCC2)cc1 (configuration not stated)	1.4	3	-7	0.4	-3	0	-3	105	-2
CC(Oc1ccc(Cl)cc1)/C(N)=N/O (configuration not stated)	-0.4	-7	16*	-0.5	-4	-14	4	92	-9
c1ccc(-c2oc3ncnc(NCCN4CCOCC4)c3c2-c2ccccc2)cc1	-0.7	3	6	-1.5	4	3	25	104	-9
CCc1cccc(C)c1NC(=O)CN(C)C1=NS(=O)(=O)c2ccccc21	-0.3	nt	-7	0.6	nt	-4	nt	nt	nt
CNC(=O)NC(=O)C(C)OC(=O)c1oc2ccccc2c1CSc1ccc(Cl)cc1 (configuration not stated)	0.1	-2	-6	-1.3	-6	-5	13	103	0
CN1CCN(C2CCN(Cc3ccc(O)c4ncccc34)CC2)CC1	-0.5	nt	-2	1.8	nt	4	nt	nt	nt
CCOc1ccc(CCNC(=O)CCn2ccc3cc(S(=O)(=O)N4CCCC4)ccc32)cc1	-1.9	-4	-4	-2.7	-9	-8	25	101	5
Remaining list, next part:
SMILES	V1R ag counter	MEKK2 mut-MEK5	GalR3 antag	OXTR agonist	PfM18AAP inh	OXTR potentiator	NALP1 inh	MEKK2wt PB1 HTS	GPR7 antag
O=C(O)CCc1nc2ccccc2n(CCc2ccccc2)c1=O	-0.6	-1	-4	0.3	0	0	-16	90	-9
COc1cc(/C=C(\C#N)C(=O)Nc2ccc3ccccc3c2)c([N+](=O)[O-])cc1OC	0.7	16	-12	0.8	20	-1	24	103	1
CC(C)(C)C(=O)Nc1sc2c(c1C#N)CCN(Cc1ccccc1)C2	-0.2	1	nt	-1.6	29*	5	14	99	-4
O=c1cc(-c2ccccc2Cl)oc2c(NS(=O)(=O)c3ccccc3C(F)(F)F)ccc(O)c12	0.0	1	-4	-0.5	nt	-5	-17	97	nt
CS(=O)(=O)c1ccc(Cl)c(NC(=O)c2cc(=O)[nH]c3ccc(S(=O)(=O)N4CCOCC4)cc23)c1	-0.1	nt	-5	1.0	nt	-5	nt	nt	nt
Cc1ccc2nc(SC(C(=O)c3ccccc3)c3ccccc3)nc(C)c2c1 (configuration not stated)	-0.1	-2	-6	-0.1	-4	-11	-2	96	-4
COc1ccc(COc2ccccc2C(=O)Nc2ccccn2)cc1[N+](=O)[O-]	2.0	-1	-1	-1.4	-4	-4	21	103	-9
Clc1ccc(-c2nnc(-c3ccccc3)o2)cn1	nt	-1	-9	nt	-2	nt	8	100	1
CCOc1cc(-c2c(C)c(C)nc(N)c2C#N)ccc1O	0.5	18	-1	0.6	5	1	51	103	-9
Cn1c(CN2CCCC(C(=O)c3ccc4c(c3)OCO4)C2)nc2ccccc21 (configuration not stated)	-0.2	1	-6	-1.5	-14	-12	0	100	-10
COc1cccc(C(=O)NCC(=O)NNc2ncnc(N)c2[N+](=O)[O-])c1	0.4	7	-1	-0.6	11	-3	-27	101	-9
Cc1nc2c(C(=O)N3CCN(c4ccccn4)CC3)cnn2c(C)c1Cc1cccc(Cl)c1	3.0	1	-3	-0.2	2	-8	11	98	-1
COc1cccc(C(=O)NCCCN2CCN(CCCNC(=O)c3cccc(OC)c3)CC2)c1	-0.4	1	-4	0.1	-3	-1	25	107	-5
CN(C(=O)CCN1C(=O)c2ccccc2C1=O)C1CCCCC1	-0.6	1	-6	0.0	-17	-2	15	104	1
N/C(=N\OC(=O)c1cc(-c2ccccc2)nc2ccccc12)c1cccnc1	4.7	0	-2	0.9	-10	2	29	98	-12
O=C(O)C1CCN(C(=O)OCc2ccccc2)CC1	0.2	1	nt	-0.9	3	-7	36	100	-6
CCOc1ccc(NC(=O)c2sc3nc(N4CCOCC4)c4c(c3c2N)CCCC4)cc1	-0.5	-5	0	-0.4	43*	0	13	91	-18
COc1cccc(CNC(=O)CN(C)S(=O)(=O)c2ccc3c(c2)CC(C)N3C(C)=O)c1 (configuration not stated)	2.1	-1	1	0.6	2	-4	14	98	-3
COc1ccc(S(=O)(=O)Nc2ccc3c(c2)C(=O)N([C@H](C)CO)C[C@H](C)[C@@H](CN(C)C(=O)Nc2c(C)noc2C)O3)cc1	0.7	nt	-3	1.8	nt	-5	nt	nt	nt
Cc1ccc(S(=O)(=O)Nc2c(C)nn(C)c2C)cc1	1.7	-3	-2	3.0	7	-11	-1	98	-8
O=C(CCc1ccccc1)Nc1cc(C(=O)O)cc(C(=O)O)c1	1.2	-11	-3	-0.1	0	-3	-9	93	4
O=C(N/N=C/c1ccccn1)c1cc(-c2ccc(Br)s2)[nH]n1	3.8	-4	-8	3.9	6	-9	6	98	7
Cn1c(=O)c(C(=O)COc2ccc(C#N)cc2)c(N)n(Cc2ccccc2)c1=O	28*	-2	-2	32*	6	-38	12	99	5
NNC(=O)c1snnc1-c1ccccc1	1.2	-5	1	-0.5	2	-10	nt	90	-11
O=C(C1CCN(S(=O)(=O)c2ccccc2F)CC1)N1CCc2ccccc21	5.4	nt	0	2.6	nt	-7	nt	nt	nt
(continued)
SMILES	V1R ag counter	MEKK2 mut-MEK5	GalR3 antag	OXTR agonist	PfM18AAP inh	OXTR potentiator	NALP1 inh	MEKK2wt PB1 HTS	GPR7 antag
Cc1ccc(NC(=O)Nc2nnc(Cc3ccc(F)cc3)s2)cc1	nt	8	-7	nt	-9	nt	0	105	-3
NC(N)=Nc1nc(C2COc3ccccc3O2)cs1 (configuration not stated)	2.4	1	-2	1.6	-9	-11	19	108	1
COCCN(Cc1ccccc1)C(=O)c1c(C)nn(-c2ccccc2)c1C	1.0	5	-2	-0.6	1	-20	6	99	-13
Cc1cc(Cl)ccc1OC(C)C(=O)Nc1ccc(S(=O)(=O)N2CCOCC2)cc1 (configuration not stated)	15	9	-2	9.9	6	-14	19	109	35*
CCOc1ccc(CNC(=O)C2CCN(S(=O)(=O)N3CCCC3)CC2)cc1OC	0.2	5	-1	0.2	-10	-9	-4	103	-6
CCN(c1ccccc1)S(=O)(=O)c1ccc(OC)c(NC(=O)Cc2ccc(OC)c(OC)c2)c1	5.2	nt	-1	3.8	nt	-11	nt	nt	nt
Cc1ccc2oc(=O)c3cc(C(=O)NCCN4CCc5ccccc5C4)sc3c2c1	-0.8	-7	4	-0.8	-5	-4	16	90	-10
Cc1ccc(C(c2c(C)[nH][nH]c2=O)c2c(C)[nH][nH]c2=O)cc1[N+](=O)[O-]	1.8	1	-11	0.4	34*	-3	26	110	-2

Part of the list above, set out differently.
molecule,V1R ag counter,MEKK2 mut-MEK5,GalR3 antag,OXTR agonist,PfM18AAP inh,OXTR potentiator,NALP1 inh,MEKK2wt PB1 HTS,GPR7 antag
NNC(=O)c1snnc1-c1ccccc1,1.2,-5,1,-0.5,2,-10,nt,90,-11
O=C(C1CCN(S(=O)(=O)c2ccccc2F)CC1)N1CCc2ccccc21,5.4,nt,0,2.6,nt,-7,nt,nt,nt
Cc1ccc(NC(=O)Nc2nnc(Cc3ccc(F)cc3)s2)cc1,nt,8,-7,nt,-9,nt,0,105,-3
NC(N)=Nc1nc(C2COc3ccccc3O2)cs1 (configuration not stated),2.4,1,-2,1.6,-9,-11,19,108,1
COCCN(Cc1ccccc1)C(=O)c1c(C)nn(-c2ccccc2)c1C,1.0,5,-2,-0.6,1,-20,6,99,-13
Cc1cc(Cl)ccc1OC(C)C(=O)Nc1ccc(S(=O)(=O)N2CCOCC2)cc1 (configuration not stated),15,9,-2,9.9,6,-14,19,109,35*
CCOc1ccc(CNC(=O)C2CCN(S(=O)(=O)N3CCCC3)CC2)cc1OC,0.2,5,-1,0.2,-10,-9,-4,103,-6
CCN(c1ccccc1)S(=O)(=O)c1ccc(OC)c(NC(=O)Cc2ccc(OC)c(OC)c2)c1,5.2,nt,-1,3.8,nt,-11,nt,nt,nt
Cc1ccc2oc(=O)c3cc(C(=O)NCCN4CCc5ccccc5C4)sc3c2c1,-0.8,-7,4,-0.8,-5,-4,16,90,-10
Cc1ccc(C(c2c(C)[nH][nH]c2=O)c2c(C)[nH][nH]c2=O)cc1[N+](=O)[O-],1.8,1,-11,0.4,34*,-3,26,110,-2

No enrichment for hits, and some 4.1% of all compounds hit somewhere here.
